Assay outcomes: PubChem BioAssay, National Center for Advancing Translational Sciences (NCATS)
GLS inh – glutaminase GLS (human) inhibition | O94925 | GLS enzymatic activity, qHTS titration | Potency, µM (top dose mostly 45.5 µM), inactives show top-dose activity change, negative = inhibition, most hits filed as inhibitors | 410,000 tested, 0.21% active | AID 624170; also: % is scaled to controls: 0 for no effect and ±100 for the full control effect
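Human kidney-isoform GLS in 45 mM KH2PO4 pH 8.2, 0.02% Tween-20, with compound, started with 1mM L-Glutamine (added stock). Glutamate oxidase/HRP/Amplex red coupled fluorescence read at start and after 30 min at RT.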
HP1b binding inh – blocks HP1-beta chromodomain binding to methylated histone tails; P83916; AlphaScreen HP1-beta / biotin-H3K9me3 peptide binding; Potency, µM (titrated, usually from 114 µM), for the others: at the top dose activity change, negative = inhibition, usual class: inhibitors; 390,000 tested, 0.56% active; AID 540317; also: nearly all actives have a fitted effect of over 70% in size; inactives centre near 23
Target sequence (P83916 whole entry, looked up): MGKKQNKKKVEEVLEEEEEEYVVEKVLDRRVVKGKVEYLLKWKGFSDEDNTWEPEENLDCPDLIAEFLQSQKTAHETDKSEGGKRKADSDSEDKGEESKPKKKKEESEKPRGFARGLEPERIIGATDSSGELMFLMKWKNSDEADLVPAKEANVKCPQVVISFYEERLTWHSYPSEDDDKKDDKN
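HP1-beta protein (50 nM final) preincubated 30 min at room temperature with biotinylated H3(1-18)K9me3 peptide (50 nM) in PBS pH 7.4, 0.01% Tween-20, then compound added for 30 min. AlphaScreen streptavidin donor/nickel chelate acceptor beads (10 ug/mL final), 30 min dark, luminescence read.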
JMJD2A Tudor – inhibitors of human JMJD2A Tudor domain; AID 504339; AlphaScreen JMJD2A-Tudor / H3K4me3 peptide binding; Potency, µM (titrated, usually from 114 µM), for inactives: top-dose activity change, negative = inhibition, hits mostly inhibitors; 390,000 tested, 4.4% active; O75164; also: % is scaled to controls: 0 for no effect and ±100 for the full control effect; nearly all actives have a fitted effect of over 50% in size
rTrxR1 inhibitor – blocks rat thioredoxin reductase 1. Potency, µM (highest dose often 114 µM), for the others: top-dose activity change, negative = inhibition, most hits filed as inhibitors. O89049. 390,000 tested, 1% active. recombinant rTrxR1, NADPH fluorescence consumption, selenite substrate; also: % is scaled to controls: 0 for no effect and ±100 for the full control effect; nearly all actives have a fitted effect of over 65% in size
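Rat TrxR1 (90 nM in the dispensed reagent) was pre-reduced with 400 uM NADPH for 5 min at room temperature, then incubated with compound for 15 min. After 400 uM selenite was added, NADPH fluorescence (Ex 340/Em 450 nm) was followed for 8 min.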
RGS4 inh – blocks human RGS4-accelerated GTP hydrolysis. P49798. Transcreener GDP fluorescence polarization, RGS4-accelerated GTP hydrolysis. Potency, µM (top dose mostly 114 µM), for the others: at the top dose activity change, negative = inhibition, actives largely listed as inhibitors. 390,000 tested, 0.039% active; also: % is scaled to controls: 0 for no effect and ±100 for the full control effect; nearly all actives have a fitted effect of over 75% in size; some results filed as inactive show a strong effect at the top dose
Target sequence (P49798 whole entry, looked up): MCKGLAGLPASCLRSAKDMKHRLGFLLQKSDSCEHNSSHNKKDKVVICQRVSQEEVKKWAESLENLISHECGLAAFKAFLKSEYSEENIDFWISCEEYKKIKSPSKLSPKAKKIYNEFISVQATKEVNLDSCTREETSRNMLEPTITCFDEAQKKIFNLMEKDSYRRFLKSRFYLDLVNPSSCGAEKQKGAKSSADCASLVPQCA
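MLSMR compounds (23 nl, pin-transferred) preincubated 10 min at room temperature with a 500nM (2x) first reagent, then RGS4 at 900nM (2x) plus Transcreener GDP mix added; fluorescence polarization (620/688 nm) read before and after 90 min at 30 °C.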
Tb PGK inh – blocks T. brucei phosphoglycerate kinase. PGK/GAPDH coupled, Kinase-Glo luminescence, 60 min. P07378. Potency, µM (highest dose often 57.5 µM), for the others: top-dose activity change, negative = inhibition, usual class: inhibitors. AID 602233. 380,000 tested, 0.043% active; also: % is scaled to controls: 0 for no effect and ±100 for the full control effect; nearly all actives have a fitted effect of over 60% in size
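Recombinant glycosomal PGK reaction used 1,3-bisphosphoglycerate generated in-well by GAPDH (100nM final) in 100mM TEA pH 7.6, 5mM MgCl2, 0.01% Tween-20. After 60 minutes at room temperature, ATP was read by Kinase-Glo Plus luminescence end-point.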
ERG-DNA inh – blocks human ERG Ets domain binding to DNA; P11308; fluorescence polarization, His-ERG Ets domain / labelled DNA; Potency, µM (series often up to 76.9 µM), for inactives: at the top dose FP activity, negative = inhibition, most hits filed as inhibitors; 370,000 tested, 0.028% active; active = well fitted inhibition curve with a large enough effect in the polarisation, with a control signal flat; inconclusive = small, poorly fitted or top-dose-only effect, or effect the other way, or a change in a side signal; inactive = no such curve, though single readings can be large or run the other way; the % refers to the polarisation;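 also: polarization taken with two DNA probes labelled with fluorescein and Texas red; % of control where 0% means no effect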
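His-tagged ERG Ets domain (1 uM in the protein solution; 300mM KCl, 50mM Tris-HCl, 1mM EDTA, 1mM DTT, pH 7.5) received compound, then a probe mix of 5 nM fluorescein-DNA and 100nM Texas-615-DNA. Fluorescence polarization was read for both dyes.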
Pin1 inhibitor – blocks the human prolyl isomerase Pin1. 390,000 tested, 0.009% active. Pin1 FP peptide displacement, HiFluor488, 10 min. Potency, µM (doses to about 115 µM), for the others: at the highest dose activity, negative = inhibition, most hits filed as inhibitors. Q13526; active = well fitted inhibition curve with a large enough effect in the polarisation, with a control signal flat, not every such curve was filed as active; inconclusive = small, poorly fitted or top-dose-only effect, or effect the other way, or a change in a side signal; inactive = no such curve, though single readings can be large or run the other way; the % refers to the polarisation; also: % is scaled to controls: 0 for no effect and ±100 for the full control effect
12-LOX inh – inhibitors of human 12S-lipoxygenase ALOX12; purified 12hLO, xylenol orange hydroperoxide absorbance; 580,000 tested, 1.1% active; Potency, µM (doses to about 108 µM), for the others: at the highest dose activity change, negative = inhibition, actives largely listed as inhibitors; also: % is scaled to controls: 0 for no effect and ±100 for the full control effect
Target sequence (P18054 whole entry, looked up): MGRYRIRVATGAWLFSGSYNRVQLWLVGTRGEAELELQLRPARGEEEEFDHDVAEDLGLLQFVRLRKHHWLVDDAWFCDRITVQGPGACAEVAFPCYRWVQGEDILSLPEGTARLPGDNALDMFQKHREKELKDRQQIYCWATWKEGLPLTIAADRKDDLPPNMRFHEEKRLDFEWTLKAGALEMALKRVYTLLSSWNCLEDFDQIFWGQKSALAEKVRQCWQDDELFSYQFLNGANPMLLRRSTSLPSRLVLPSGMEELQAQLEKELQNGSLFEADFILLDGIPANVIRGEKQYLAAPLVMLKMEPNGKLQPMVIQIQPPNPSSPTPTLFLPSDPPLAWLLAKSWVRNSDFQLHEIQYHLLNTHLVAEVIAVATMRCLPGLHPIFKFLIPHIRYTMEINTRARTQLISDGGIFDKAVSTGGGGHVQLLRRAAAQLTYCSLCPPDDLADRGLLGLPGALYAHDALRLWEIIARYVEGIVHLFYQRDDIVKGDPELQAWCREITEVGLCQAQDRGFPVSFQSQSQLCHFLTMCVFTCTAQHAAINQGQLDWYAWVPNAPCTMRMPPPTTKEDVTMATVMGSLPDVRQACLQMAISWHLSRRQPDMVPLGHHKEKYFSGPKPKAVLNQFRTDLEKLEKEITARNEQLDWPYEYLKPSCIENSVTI
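Hydroperoxide product was detected by ferrous iron/xylenol orange as the 573 to 405 nm absorbance ratio. Arachidonic acid at 40 uM (final) was turned over for 30 min at room temperature by 150 nM human 12hLO, pH 7.0 Hepes buffer, after 15 min compound preincubation.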
Numbers without * were called inactive; [ ] = dose if it differs, or a comment. Unless noted, calls follow the shape of the dose curve; as a rule, active = well fitted curve in the direction sought with a large enough effect; inconclusive = small, poorly fitted or top-dose-only effect, or another doubt; inactive = no such curve, though single readings can be large; an effect the other way counts as inactive or inconclusive. Potency is read from the fitted curve at half-maximal effect.

How did O=C(CN1C(=O)c2ccccc2S1(=O)=O)Nc1ccc(S(=O)(=O)Nc2ncccn2)cc1 do in these assays?
GLS inh: 11%; HP1b binding inh: 5%; JMJD2A Tudor: -14%; rTrxR1 inhibitor: 16%; RGS4 inh: 11%; Tb PGK inh: -10%; ERG-DNA inh: -3%; Pin1 inhibitor: -7%; 12-LOX inh: inconclusive

Results for N#Cc1ccc(S(=O)(=O)NC2CCCCNC2=O)cc1 (stereo unspecified) ?
GLS inh: 2%; HP1b binding inh: 18%; JMJD2A Tudor: -4%; rTrxR1 inhibitor: 3%[57.1 µM]; RGS4 inh: -1%; Tb PGK inh: -8%; ERG-DNA inh: -9%; Pin1 inhibitor: -6%; 12-LOX inh: 6%

Results for CCCCOc1cccc(C(=O)Nc2ccc(N3CCN(CC)CC3)cc2)c1 ?
GLS inh: -10%; HP1b binding inh: 4%; JMJD2A Tudor: -20%; rTrxR1 inhibitor: 7%; RGS4 inh: 2%; Tb PGK inh: 6%; ERG-DNA inh: -3%; Pin1 inhibitor: 0%; 12-LOX inh: inconclusive

What do the screens show for `O=C(CCCC(=O)N(CC(=O)NC1CCCC1)Cc1ccc(F)cc1)Nc1ccccn1`?
GLS inh: 3%; HP1b binding inh: 32%; JMJD2A Tudor: -4%; rTrxR1 inhibitor: 18%; RGS4 inh: -25%; Tb PGK inh: inactive; ERG-DNA inh: 1%; Pin1 inhibitor: 5%; 12-LOX inh: 20%

How did COc1ccc2c(c1)c(C(O)CN1CCC(Cc3ccccc3)CC1)c(C)n2C (stereo unspecified) do in these assays?
GLS inh: -3%; HP1b binding inh: inconclusive; JMJD2A Tudor: 28µM*; rTrxR1 inhibitor: -13%; RGS4 inh: -1%; Tb PGK inh: 0%; ERG-DNA inh: 16%; Pin1 inhibitor: -1%; 12-LOX inh: inconclusive

How did Cn1c(=O)oc2cc(S(=O)(=O)N3CCN(c4ccc(F)cc4)CC3)ccc21 do in these assays?
GLS inh: 2%; HP1b binding inh: 2%; JMJD2A Tudor: -11%; rTrxR1 inhibitor: 0%; RGS4 inh: 17%; Tb PGK inh: -6%; ERG-DNA inh: -2%; Pin1 inhibitor: inconclusive; 12-LOX inh: 262%[activator]

How did CCOC(=O)CN1NC2(CCC(C(C)(C)C)CC2)NC1=S (stereo unspecified) do in these assays?
GLS inh: 19%; HP1b binding inh: 32%; JMJD2A Tudor: 40µM*; rTrxR1 inhibitor: -5%; RGS4 inh: inconclusive; Tb PGK inh: 1%; ERG-DNA inh: 2%; Pin1 inhibitor: -2%; 12-LOX inh: inconclusive

What do the screens show for `CCOC(=O)c1sc(NC(=O)CSc2ncn(-c3ccccc3)n2)nc1C`?
GLS inh: 7%; HP1b binding inh: 24%; JMJD2A Tudor: -12%; rTrxR1 inhibitor: 24%[57.1 µM]; RGS4 inh: 43%; Tb PGK inh: -9%; ERG-DNA inh: 2%; Pin1 inhibitor: 11%; 12-LOX inh: 0%

How did COc1ccc(C2=NNC(c3cccnc3)=Nc3ccccc32)cc1 do in these assays?
GLS inh: 6%; HP1b binding inh: 18%; JMJD2A Tudor: -1%; rTrxR1 inhibitor: 17%[57.1 µM]; RGS4 inh: -6%; Tb PGK inh: inactive; ERG-DNA inh: 3%; Pin1 inhibitor: -5%; 12-LOX inh: 4%

What do the screens show for `O=C(Cn1c(=O)n(Cc2ccco2)c(=O)c2cc(Cl)ccc21)NCC1CCCO1` (stereo unspecified)?
GLS inh: 6%; HP1b binding inh: 16%; JMJD2A Tudor: -16%; rTrxR1 inhibitor: -10%[57.1 µM]; RGS4 inh: -2%; Tb PGK inh: 3%; ERG-DNA inh: 6%; Pin1 inhibitor: inconclusive; 12-LOX inh: 177%[activator]

2 neighbouring records already listed, quoted:
How did COc1ccc2c(c1)c(C(O)CN1CCC(Cc3ccccc3)CC1)c(C)n2C (stereo unspecified) do in these assays?
GLS inh: -3%; HP1b binding inh: inconclusive; JMJD2A Tudor: 28µM*; rTrxR1 inhibitor: -13%; RGS4 inh: -1%; Tb PGK inh: 0%; ERG-DNA inh: 16%; Pin1 inhibitor: -1%; 12-LOX inh: inconclusive

How did Cn1c(=O)oc2cc(S(=O)(=O)N3CCN(c4ccc(F)cc4)CC3)ccc21 do in these assays?
GLS inh: 2%; HP1b binding inh: 2%; JMJD2A Tudor: -11%; rTrxR1 inhibitor: 0%; RGS4 inh: 17%; Tb PGK inh: -6%; ERG-DNA inh: -2%; Pin1 inhibitor: inconclusive; 12-LOX inh: 262%[activator]

Next part.
Results for CCCn1c(N)c(N(CCOC)C(=O)c2cccc(S(=O)(=O)N3CCCc4ccccc43)c2)c(=O)[nH]c1=O ?
GLS inh: 4%; HP1b binding inh: 43%[activator]; JMJD2A Tudor: -5%; rTrxR1 inhibitor: 5%; RGS4 inh: -5%; Tb PGK inh: 3%; ERG-DNA inh: -6%; Pin1 inhibitor: -15%; 12-LOX inh: 5%

How did C[C@H]1CN=C(N(C)C)N1CCC1CCCCC1 do in these assays?
GLS inh: 7%; HP1b binding inh: 30%; JMJD2A Tudor: -20%; rTrxR1 inhibitor: 6%[57.1 µM]; RGS4 inh: -1%; Tb PGK inh: -7%; ERG-DNA inh: 1%; Pin1 inhibitor: -4%; 12-LOX inh: -29%

Results for CN(C(=O)c1cccc(NC(=O)Cc2ccc(NC(=O)C3CCN(S(=O)(=O)c4cccc([N+](=O)[O-])c4)CC3)cc2)c1)C1CC1 ?
GLS inh: 9%; HP1b binding inh: 18%; JMJD2A Tudor: -27%; rTrxR1 inhibitor: 10%; RGS4 inh: -36%; Tb PGK inh: -9%; ERG-DNA inh: 1%; Pin1 inhibitor: 12%; 12-LOX inh: -25%

Results for Cc1ccc(-c2c[n+](=O)c3c(n2[O-])CCC3)cc1 ?
GLS inh: 4%; HP1b binding inh: 47%[activator]; JMJD2A Tudor: 4%; rTrxR1 inhibitor: 0%[57.1 µM]; RGS4 inh: -2%; Tb PGK inh: 7%; ERG-DNA inh: -3%; Pin1 inhibitor: 0%; 12-LOX inh: 123%[activator]

How did COc1ccc([C@@H]2[C@@H]3C(=O)N(C(C)(C)C)C(=O)[C@@H]3[C@]3(Cc4ccccc4)C(=O)N(c4ccc(Br)cc4)C(=O)N23)cc1 do in these assays?
GLS inh: -5%; HP1b binding inh: 6%; JMJD2A Tudor: -6%; rTrxR1 inhibitor: 34%; RGS4 inh: 1%; Tb PGK inh: -19%; ERG-DNA inh: 7%; Pin1 inhibitor: -1%

Results for Cc1cc(C)n(-c2c(F)c(F)c(COC(=O)c3ccccc3)c(F)c2F)n1 ?
GLS inh: -9%; HP1b binding inh: 106%[activator]; JMJD2A Tudor: 79%[activator]; rTrxR1 inhibitor: -1%; RGS4 inh: -13%; Tb PGK inh: -4%; ERG-DNA inh: -6%; Pin1 inhibitor: -3%; 12-LOX inh: 11%

What do the screens show for `COc1ccc(CCNC(=O)CC2SC(=NCCC(C)C)NC2=O)cc1OC` (stereo unspecified)?
GLS inh: 4%; HP1b binding inh: 19%; JMJD2A Tudor: -18%; rTrxR1 inhibitor: 1%; RGS4 inh: 16%; Tb PGK inh: -1%; ERG-DNA inh: -15%; Pin1 inhibitor: 0%; 12-LOX inh: 3%

Results for O=C(NC(=S)NCCN1CCOCC1)c1ccc(F)cc1 ?
GLS inh: 9%; HP1b binding inh: 40%; JMJD2A Tudor: 1%; rTrxR1 inhibitor: -6%; RGS4 inh: -24%; Tb PGK inh: -15%; ERG-DNA inh: 5%; Pin1 inhibitor: 1%; 12-LOX inh: 5%

How did COc1ccccc1C(=O)Nc1ccnn1C1CCN(C(=O)c2ccoc2C)CC1 do in these assays?
GLS inh: -2%; HP1b binding inh: 23%; JMJD2A Tudor: -8%; rTrxR1 inhibitor: 8%; RGS4 inh: 3%; Tb PGK inh: 5%; ERG-DNA inh: -2%; Pin1 inhibitor: 0%; 12-LOX inh: 2%

What do the screens show for `COc1cccc(N2CC(C(=O)Oc3ccc4ccccc4c3)CC2=O)c1` (stereo unspecified)?
GLS inh: -3%; HP1b binding inh: 59%[activator]; JMJD2A Tudor: -14%; rTrxR1 inhibitor: 8%; RGS4 inh: -23%; Tb PGK inh: -6%; ERG-DNA inh: -8%; Pin1 inhibitor: 13%; 12-LOX inh: -24%

What do the screens show for `C/C=C(/C)C(=O)O[C@@H]1c2cc3c(c(OC)c2-c2c(cc(OC)c(OC)c2OC)[C@@H](OC(C)=O)[C@@H](C)[C@H]1C)OCO3`?
GLS inh: 7%; HP1b binding inh: 19%; JMJD2A Tudor: -26%; rTrxR1 inhibitor: 10%; RGS4 inh: 4%; Tb PGK inh: inactive; ERG-DNA inh: 6%; Pin1 inhibitor: -2%

What do the screens show for `COC(=O)c1c(-c2ccccc2)nn(-c2ccccc2)c1C(=O)OC`?
GLS inh: -1%; HP1b binding inh: 64%[activator]; JMJD2A Tudor: 34%; rTrxR1 inhibitor: 13%; RGS4 inh: 3%; Tb PGK inh: 10%; ERG-DNA inh: 2%; Pin1 inhibitor: 6%; 12-LOX inh: -2%

An excerpt; count on the stated rates, not on these rows.
